Compound activity (PubChem)
NPC1 promoter act: qHTS Assay for NPC1 Promoter Activators; Huh7 NPC1 promoter luciferase reporter, 24 h; Potency, µM (titrated, usually from 9.22 µM), without a hit: at the highest dose activation, actives largely listed as activators; 320,000 compounds, 2.4% hits; AID 485313, 2010;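 note: % of control where 0% means no effect; nearly all actives have a fitted effect of over 60% in size; reporter is driven by a mutant NPC1 promoter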
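Compounds in DMSO were transferred onto Huh7 NPC1-luciferase reporter cells pre-incubated 2 h; after 24 h at 37 °C, Amplite reagent was dispensed and luminescence recorded 10 min later.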
MLL CXXC-DNA inh: qHTS Fluorescence Polarization Assay for Inhibitors of MLL CXXC domain - DNA interaction. Histone-lysine N-methyltransferase 2A (Homo sapiens), Q03164. MLL-CXXC / FITC-HOXA9 DNA fluorescence polarization. Potency, µM (series often up to 115 µM), for inactives: at the top dose activity change, negative = inhibition, actives largely listed as inhibitors. 290,000 compounds, 0.037% hits. AID 2662, 2010; active = well fitted inhibition curve with a large enough effect in the polarisation, with a control signal flat, not every such curve was filed as active; inconclusive = small, poorly fitted or top-dose-only effect, or effect the other way, or a change in a side signal; inactive = no such curve, though single readings can be large or run the other way; the % refers to the polarisation
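Steps: dispense CXXC domain solution (7 uM) → pin compounds or unlabeled HOX-A9 DNA control → 5 min ambient → add FLSN-HOX-A9 solution (50 nM) → spin → 30 min ambient → fluorescence polarization. Tris pH 7.5/NaCl/DTT/BSA buffer.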
ELG1 genotoxic: qHTS screen for small molecules that induce genotoxicity in human embryonic kidney (HEK293T) cells expressing luciferase-tagged ELG1 | HEK293T ELG1-luciferase reporter, luminescence, 16 h | Potency, µM (series often up to 46 µM), without a hit: at the top dose activity change, positive = activation, usual class: activators | 330,000 compounds, 1.3% hits; note: % of control where 0% means no effect; nearly all actives have a fitted effect of over 60% in size
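After overnight (16 hr) compound treatment at 37 °C, ELG1-luciferase HEK293T cells were lysed with ONE-Glo; luminescence quantified 30 min later at room temperature.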
MBNL1 CUG block: qHTS Assay for Inhibitors of MBNL1-poly(CUG) RNA binding; 280,000 compounds, 0.036% hits; Potency, µM (series often up to 57.5 µM), for the others: at the highest dose activity change, negative = inhibition, hits mostly inhibitors; TR-FRET MBNL1-His/biotin-(CUG)12 binding, 665/545 ratio; Muscleblind-like protein 1 (Homo sapiens), Q9NR56; active = well fitted inhibition curve with a large enough effect in the signal ratio, with a control signal flat, not every such curve was filed as active; inconclusive = small, poorly fitted or top-dose-only effect, or effect the other way, or a change in a side signal; inactive = no such curve, though single readings can be large or run the other way; the % refers to the signal ratio; note: % is set by controls: 0 for no effect and ±100 for the full control effect
Target sequence (Q9NR56 whole entry, looked up): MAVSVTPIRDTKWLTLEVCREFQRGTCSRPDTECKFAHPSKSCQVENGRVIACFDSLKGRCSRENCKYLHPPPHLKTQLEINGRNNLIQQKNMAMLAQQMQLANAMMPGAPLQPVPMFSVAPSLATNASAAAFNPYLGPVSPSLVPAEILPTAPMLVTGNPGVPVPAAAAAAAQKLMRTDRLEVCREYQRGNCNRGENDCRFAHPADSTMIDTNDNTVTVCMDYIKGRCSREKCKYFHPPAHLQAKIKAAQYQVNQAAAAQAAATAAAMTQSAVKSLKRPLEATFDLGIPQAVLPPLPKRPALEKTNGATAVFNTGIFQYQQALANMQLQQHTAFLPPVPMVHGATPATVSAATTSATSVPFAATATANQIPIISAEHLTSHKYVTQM
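His-tagged MBNL1 binding to biotinylated (CUG)12 RNA was measured by TR-FRET using terbium anti-His antibody (0.055 ng/ul final) and streptavidin-XL665 (5 nM final). Compounds were titrated 92 nM to 58 uM; 60 min at room temperature.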
Rab9 prom act: qHTS Assay for Rab9 Promoter Activators. Huh7 Rab9 promoter-luciferase reporter, luminescence, 24 h. Potency, µM (top dose mostly 9.22 µM), for inactives: top-dose activation, negative = inhibition, actives largely listed as activators. 320,000 compounds, 2.8% hits; note: % of control where 0% means no effect; nearly all actives have a fitted effect of over 60% in size
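Quantitative HTS format; Huh7 Rab9-luciferase reporter cells (1500/well) receive compound 2 h post-plating, incubate 24 h at 37 °C, then get luciferase reagent for 10 min before luminescence reading.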
Gal4-VP16 FLuc: VP16 counterscreen qHTS for inhibitors of ROR gamma transcriptional activity; Potency, µM (top dose mostly 53.6 µM), inactives show top-dose activity, negative = inhibition, hits mostly inhibitors; 310,000 compounds, 3.5% hits; Drosophila S2 Gal4-VP16 UAS-luciferase, luminescence, 20 h;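 note: Gal4-VP16 expression switched on by copper sulfate through the metallothionein promoter; % is set by controls: 0 for no effect and ±100 for the full control effect; nearly all actives have a fitted effect of over 50% in size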
p53 reactivation: qHTS assay for re-activators of p53 using a Luc reporter; H1299 p53-A138V BP100-luciferase reporter, luminescence, 24 h; Potency, µM (doses to about 92.2 µM), without a hit: at the top dose activity change, positive = activation, actives largely listed as activators; 320,000 compounds, 0.063% hits; AID 504706, 2011; note: % of control where 0% means no effect; nearly all actives have a fitted effect of over 45% in size
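p53-null H1299 cells stably carrying temperature-sensitive p53-A138V and a BP100-luciferase reporter were pinned with compounds (4-point, 1:5 series) and held 24 hrs at 37 deg C. Luminescence was read 10 min after detection reagent.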
uPA surface inh: qHTS for Inhibitors of Cell Surface uPA Generation; Potency, µM (highest dose often 38.3 µM), for inactives: at the top dose activity change, negative = inhibition, actives largely listed as inhibitors; AID 540303, 2011; cell surface uPA generation assay, qHTS; 330,000 compounds, 0.31% hits; active = well fitted inhibition curve with a large enough effect; inconclusive = small, poorly fitted or top-dose-only effect; inactive = no such curve, though single readings can be large or run the other way; tested in mouse RAW 264.7 cells; note: % is set by controls: 0 for no effect and ±100 for the full control effect; nearly all actives have a fitted effect of over 55% in size
BRCA1 expr act: qHTS Assay to Identify Small Molecule Activators of BRCA1 Expression. MCF7-BRCA1-FFLuc reporter, luminescence, 48 h; response scale: scaled: vehicle 0%, 10 µM genistein 100%. Potency, µM (highest dose often 46.1 µM), for inactives: at the top dose activation, most hits filed as activators. 380,000 compounds, 1.1% hits; note: nearly all actives have a fitted effect of over 80% in size; some results filed as inactive show a strong effect at the top dose
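Activators of BRCA1 expression were detected as increased firefly luciferase luminescence in engineered MCF7 cells after 48 h compound incubation. Signals were scaled to genistein 10 microM as full activation.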
RORgamma inh: qHTS for inhibitors of ROR gamma transcriptional activity; Nuclear receptor ROR-gamma (Mus musculus), P51450; Drosophila S2 Gal4-RORgamma UAS-luciferase reporter, 20 h; Potency, µM (highest dose often 53.6 µM), inactives show top-dose activity change, negative = inhibition, actives largely listed as inhibitors; 310,000 compounds, 5.4% hits; note: % is set by controls: 0 for no effect and ±100 for the full control effect; nearly all actives have a fitted effect of over 60% in size
Target sequence (P51450 whole entry, looked up, the tested form may be a part): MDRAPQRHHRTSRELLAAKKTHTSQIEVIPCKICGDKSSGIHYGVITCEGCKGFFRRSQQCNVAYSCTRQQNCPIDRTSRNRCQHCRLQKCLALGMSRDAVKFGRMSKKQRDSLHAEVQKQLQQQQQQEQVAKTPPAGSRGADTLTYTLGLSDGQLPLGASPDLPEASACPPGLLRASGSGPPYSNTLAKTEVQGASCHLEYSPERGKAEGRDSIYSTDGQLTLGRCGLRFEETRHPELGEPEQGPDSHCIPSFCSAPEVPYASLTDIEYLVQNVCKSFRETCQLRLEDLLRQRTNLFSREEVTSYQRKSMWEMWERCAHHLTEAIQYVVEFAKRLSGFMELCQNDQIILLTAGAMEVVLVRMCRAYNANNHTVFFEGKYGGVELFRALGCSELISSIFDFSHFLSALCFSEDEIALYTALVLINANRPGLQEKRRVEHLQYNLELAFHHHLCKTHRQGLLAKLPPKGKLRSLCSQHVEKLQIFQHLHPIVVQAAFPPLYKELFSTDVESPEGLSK
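Using a luciferase readout, inhibitors were identified by reduced reporter activity in Drosophila cells coexpressing a copper-inducible Gal4–ROR gamma fusion and UAS-driven Photinus luciferase, incubated 20 hr after 700 uM copper sulfate.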
FLuc counter: qHTS profiling assay for firefly luciferase inhibitor/activator using purifed enzyme and Km concentrations of substrates (counterscreen for miR-21 project); purified FLuc, Km substrates, luminescence inhibition; Potency, µM (series often up to 57.5 µM), inactives show at the highest dose activity change, negative = inhibition, usual class: inhibitors; 360,000 compounds, 6.9% hits; AID 588342, 2011; Luciferin 4-monooxygenase (Photinus pyralis), P08659;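 note: plate controls were vehicle for no effect and reference inhibitor for full effect; nearly all actives have a fitted effect of over 55% in size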
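Purified P. pyralis luciferase, 10 nM final, with Km-level 10 uM D-luciferin and 10 uM ATP in 50 mM Tris acetate pH 7.5, 10 mM Mg acetate, 0.01% Tween-20, 0.05% BSA; 6-point qHTS titration about 60 µM downward; luminescence read.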
The depositor's hits bear a star; u = inconclusive; x = not tested or not shown; & = joins results of further samples; [ ] = another dose, or the depositor's remark. Unless noted, calls come from the whole dose curve; as a rule, active = well fitted curve in the direction sought with a large enough effect; inconclusive = small, poorly fitted or top-dose-only effect, or another doubt; inactive = no such curve, though single readings can be large; an effect the other way counts as inactive or inconclusive. Potency is the fitted concentration of half-maximal effect. Only part of the results is shown. The share of hits here may be higher or lower than overall.

SMILES | NPC1 promoter act | MLL CXXC-DNA inh | ELG1 genotoxic | MBNL1 CUG block | Rab9 prom act | Gal4-VP16 FLuc | p53 reactivation | uPA surface inh | BRCA1 expr act | RORgamma inh | FLuc counter
CCCN(Cc1cc2ccccc2[nH]c1=O)C(=O)c1cccc([N+](=O)[O-])c1 | 0.4% | -0.3% | -3.6% | -8.5% | 0.1% | -4.7% | -4.4% | 0.6% | -23.3% | 11.6% | 2.9%
Cc1ccc(-n2[nH]c(C)c(/C=N/Nc3ccc([N+](=O)[O-])cc3[N+](=O)[O-])c2=O)cc1C | -3.0% | 8.6% | -13.3% | x | -17.1% | u | -2.5% | -2.8% | -66.2% | -4.3%[10 µM] | 13.5µM*
CCc1ccccc1NC(=S)N(Cc1ccc(OC)cc1)CC1CCC(C(=O)O)CC1 (stereo not drawn) | -3.1% | 3.1% | -0.1% | -13.1% | -4.7% | 2.5% | 6.3% | -4.4% | 6.5% | -30.8% | -8.2%
COc1ccc(NC(=O)/C=C/c2ccc(C)o2)cc1S(=O)(=O)N1CCOCC1 | -0.9% | 10.7% | -4.8% | x | -4.8% | 0.8% | -4.5% | 2.5% | -36.0% | u | -2.2%
Cc1nc(CS(=O)c2ccccc2)cc(N2CCOCC2)n1 (stereo not drawn) | 6.4% | 0.3% | 2.7% | -5.2% | -0.1% | 0.3% | 4.1% | 2.6% | -7.5% | 15.4% | 1.0%
Clc1ccc(-c2nc(-c3ccccn3)no2)cc1Cl | 0.316µM* | -11.1% | u | -8.0% | 0.562µM* | -20.1% | u | -20.6% | -74.2%[inhibitor] | -30.8% | 0.953µM*
O=C(CCN1CCOCC1)N/N=C/c1cc(Br)cc(Br)c1O | -3.0% | 1.4% | 6.3% | 13.6% | -12.5% | 5.01µM* | 8.6% | -10.7% | -89.1% | 1.41µM* | -7.6%
CCOc1cc(/C=N/NC(=O)CSc2nncn2C)ccc1OCc1ccccc1 | 0.3% | 9.9% | 2.6% | x | -1.8% | -9.6% | -9.6% | 9.2% | -2.1% | u | -16.3%
CCNc1nc(NCC)n2c(SCC(=O)Nc3ccc(Br)cc3F)nnc2n1 | -0.7% | x | -1.9% | x | -5.5% | x | -4.6% | -7.2% | -17.7% | x | 0.0%
COc1ccc(/C=N/NC(=O)c2cc(C34CC5CC(CC(C5)C3)C4)[nH]n2)cc1OC | -5.0% | -5.8% | 3.1% | x | -3.2% | -10.0% | 5.1% | -5.4% | -35.6% | -3.6%[10 µM] | u
CCN(CC)S(=O)(=O)c1ccc2c(c1)N(CC(=O)Nc1cccnc1Cl)C(=O)CO2 | -4.1% | -2.6% | 5.0% | -10.8% | 2.6% | -2.7% | 0.8% | 3.7% | 2.2% | 7.2% | 2.6%
CCN1CCN(C(=O)c2ccc3c(c2)N(Cc2ccccc2F)C(=O)c2ccccc2S3(=O)=O)CC1 | 9.9% | -1.8% | -4.0% | -1.8% | -11.8% | -14.5% | -2.0% | -15.5% | 3.5%&3.3% | -11.7% | 3.9%&-1.1%
O=C(COC(=O)CNC(=O)c1ccccc1F)Nc1ncc(Cl)cc1Cl | -3.7% | x | 0.3% | x | -7.1% | x | 5.2% | 1.8% | -18.9% | x | 6.0%
CC(=O)c1ccc(NC(=O)CCSCCC(=O)Nc2ccc(C(C)=O)cc2)cc1 | 0.7% | -1.0% | 0.4% | 2.3% | -2.4% | 21.3% | -1.9% | 1.2% | -28.6% | -5.8% | -1.1%
Cc1ccc(C)c(S(=O)(=O)N2CCN(C(=O)CCCc3c[nH]c4ccccc34)CC2)c1 | 1.0% | x | -21.8% | x | 1.4% | x | -4.5% | -1.9% | -58.8% | x | 5.6%
Cc1cccc(C)c1NC(=O)NC1(C(=O)N2CCOCC2)CCCCC1 | -4.7% | 1.9% | -0.2% | -5.0% | 1.9% | 6.3% | -7.6% | -1.8% | -4.8% | -3.0% | -0.1%
O=C1C2CCCN2C(=S)N1C1CCCCC1 (stereo not drawn) | -7.5% | -11.4% | 0.4% | -0.6% | -5.1% | -9.1% | x | 5.3% | -7.4% | 20.5% | 0.1%
Cc1cccc(NS(=O)(=O)c2ccc(Cl)cc2)n1 | 10.8% | -4.3% | -4.6% | -0.6% | -0.4% | 2.7% | -2.1% | -4.7% | -4.2% | 17.6% | -13.5%
O=C(NC(=S)Nc1ccccc1N1CCCCC1)c1ccc(F)cc1 | -2.2% | 12.9% | u | 3.0% | 4.5% | 6.31µM* | 10.4% | -28.6% | -38.8% | 3.98µM* | 1.5%
CS(=O)(=O)NCCOc1ccc(S(=O)(=O)N2CCCc3ccccc32)cc1 | 0.1% | -1.6% | -1.0% | -2.5% | 3.3% | -8.4% | -3.6% | -8.7% | -27.0% | u | -1.6%
CN(C)C(=O)c1cc(C(=O)c2ccccc2Br)c[nH]1 | 17.2% | 25.8% | -1.1% | 0.6% | 16.6% | 24.6% | 5.5% | 7.1% | 37.2% | -4.1% | -16.4%
O=C(Nc1ccc(Br)cc1)Nc1cnccn1 | 19.5% | -6.6% | 7.8% | -6.4% | 13.0% | x | x | -4.4% | 61.4% | x | u
CCCCOc1ccc(C(=O)NNC(=O)C2C3CCC(C3)C2C(=O)O)cc1 (stereo not drawn) | u | -2.7% | u | -5.5% | u | u | 19.8% | -2.0% | u | u | u
COc1ccc(C2=C(C)CC(C)(C)NC2=O)cc1OC | -1.2% | 1.1% | -9.3% | -15.2% | 0.2% | -8.9% | -2.2% | 3.3% | 5.5% | 5.5% | 1.9%
Cc1sc2nc(SCc3ccccc3)n(Cc3ccco3)c(=O)c2c1C | -5.6% | 0.2% | 0.7% | -7.3% | 6.5% | 1.7% | -7.3% | 3.3% | -18.6% | 37.6% | -0.9%
O=C(O)c1cccc(CN2C(=O)SC(Nc3ccccc3)C2=O)c1 (stereo not drawn) | 1.5% | -0.4% | 0.8% | -1.7% | 1.1% | -6.9% | u | 0.3% | 14.6% | 2.4% | -1.2%
COc1cccc(C2CC(c3cccs3)=NN2S(C)(=O)=O)c1OC (stereo not drawn) | -4.0% | 3.2% | -1.8% | 14.7% | -3.3% | 7.1% | 3.5% | 0.9% | -10.6% | 14.8% | 5.2%
CN(C)/C(=N\S(=O)(=O)c1ccc(Cl)cc1)c1ccc(F)cc1 | -6.0% | 14.8% | -1.4% | 6.4% | -3.7% | -0.2% | -7.3% | 2.1% | -39.7% | 16.3% | 0.6%
Fc1ccccc1CNC(=S)Nc1cccc(C(F)(F)F)c1 | -0.9% | 3.1% | -9.7% | -23.7% | 0.4% | 7.08µM* | 7.5% | -0.2% | -74.7% | 7.08µM* | -1.6%
CCCCN(CCCC)c1cc(C)nc(-c2ccccc2O)n1 | -2.5% | -5.9% | -1.0% | 0.3% | 2.8% | -0.4% | -1.5% | -7.1% | 3.1% | 5.6% | 2.3%
Cc1c(C=O)c(=O)n(-c2ccccc2)n1C | 1.7% | 2.8% | -13.1% | 6.0% | -1.9% | -1.7% | -1.6% | -0.8% | 13.1% | -11.0% | 1.2%
Cc1ccc(CN2C(=O)C(C)Nc3ncnc(N4CCN(c5ccccn5)CC4)c32)cc1 (stereo not drawn) | -0.1% | x | -1.5% | x | -4.9% | x | -13.0% | -4.8% | -52.8% | x | 0.5%
COc1ccc(-c2ocnc2C(=O)N2CCN(C(=O)C(c3ccccc3)c3ccccc3)CC2)cc1 | -1.0% | 40.8%[activator] | 0.0% | -3.1% | -5.9% | -8.2% | -3.1% | -2.5% | -13.5% | 21.3% | -0.5%
COC(=O)C1CCN(c2nc3ccccc3nc2C(C#N)C(=O)OCC(C)C)CC1 (stereo not drawn) | 0.0% | -3.1% | -16.1% | 3.5% | -6.8% | -0.8% | 6.1% | -1.8% | -11.3% | 0.2% | 0.9%
CN1CCN(C(=O)c2ccc(COc3ccc(Cl)cc3Cl)cc2)CC1 | -1.8% | -4.8% | 19.8% | -6.4% | 0.6% | -3.4% | 0.6% | -13.0% | 17.4% | -15.4% | 12µM*
